Assay outcomes: PubChem, National Center for Advancing Translational Sciences (NCATS)
Caspase-7 inhib – qHTS Assay for Allosteric/Competitive Inhibitors of Caspase-7 | 0.02% of 75,000 active | recombinant caspase-7, Ac-DEVD-AFC fluorescence rate | Potency, µM (top dose mostly 57.5 µM), for the others: at the highest dose activity change, negative = inhibition, usual class: inhibitors | AID 889, 2007 | P55210; active = well fitted inhibition curve with a large enough effect in the main read-out, with a control signal flat, not every such curve was filed as active; inconclusive = small, poorly fitted or top-dose-only effect, or a change in a side signal; note: potency is the fitted concentration of half-maximal effect; % of control where 0% means no effect
4MU fluor – qHTS Assay for Spectroscopic Profiling in 4-MU Spectral Region; 11% of 59,000 active; AID 589, 2007; compound autofluorescence, 340/450 nm, 4-MU equivalents; stronger effect = higher value; max dye-equivalent concentration, M; in the data active = max dye-equivalent concentration above about 10 nM; inconclusive = mostly about 1.1 nM to 9.6 nM
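Intrinsic fluorescence at 340/450 nm (ex/em) was read after 15 min at room temperature in pH 8.0, 100 mM Tris. Each compound concentration expressed as 4-MU-equivalent concentration from a six-point 4-MU standard series on each plate.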
HEK293 cAMP ctrl – qHTS Assay for Agonists of the Thyroid Stimulating Hormone Receptor: Activators of Intracellular cAMP Concentrations in Parental HEK 293; Potency, µM (series often up to 57.1 µM), without a hit: at the top dose activation, actives largely listed as activators; AID 938, 2007; parental HEK293 CNG cAMP sensor, membrane potential fluorescence; 2.5% of 73,000 active; note: potency is the fitted concentration of half-maximal effect; % of control where 0% means no effect; nearly all actives have a fitted effect of over 55% in size
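Parental HEK 293 cells stably expressing a cAMP-gated CNG channel were loaded with membrane potential dye containing 100 uM RO 20-1724 for 60 min. Compound added for 30 min; depolarization read as fluorescence intensity at 590 nm.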
Tau fil binding – qHTS Assay for Tau Filament Binding | Microtubule-associated protein tau (Homo sapiens), P10636 | Potency, µM (highest dose often 57.1 µM), for the others: top-dose activity change, negative = inhibition | AID 596, 2007 | recombinant tau filaments, thioflavin S fluorescence, 15 h; filaments grown with octadecylsulfate alongside compound | 2% of 71,000 active;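 note: potency is the fitted concentration of half-maximal effect; % is set by controls: 0 for no effect and ±100 for the full control effect; actives lower thioflavin S fluorescence by blocking filaments or displacing dye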
Target sequence (P10636 whole entry, looked up): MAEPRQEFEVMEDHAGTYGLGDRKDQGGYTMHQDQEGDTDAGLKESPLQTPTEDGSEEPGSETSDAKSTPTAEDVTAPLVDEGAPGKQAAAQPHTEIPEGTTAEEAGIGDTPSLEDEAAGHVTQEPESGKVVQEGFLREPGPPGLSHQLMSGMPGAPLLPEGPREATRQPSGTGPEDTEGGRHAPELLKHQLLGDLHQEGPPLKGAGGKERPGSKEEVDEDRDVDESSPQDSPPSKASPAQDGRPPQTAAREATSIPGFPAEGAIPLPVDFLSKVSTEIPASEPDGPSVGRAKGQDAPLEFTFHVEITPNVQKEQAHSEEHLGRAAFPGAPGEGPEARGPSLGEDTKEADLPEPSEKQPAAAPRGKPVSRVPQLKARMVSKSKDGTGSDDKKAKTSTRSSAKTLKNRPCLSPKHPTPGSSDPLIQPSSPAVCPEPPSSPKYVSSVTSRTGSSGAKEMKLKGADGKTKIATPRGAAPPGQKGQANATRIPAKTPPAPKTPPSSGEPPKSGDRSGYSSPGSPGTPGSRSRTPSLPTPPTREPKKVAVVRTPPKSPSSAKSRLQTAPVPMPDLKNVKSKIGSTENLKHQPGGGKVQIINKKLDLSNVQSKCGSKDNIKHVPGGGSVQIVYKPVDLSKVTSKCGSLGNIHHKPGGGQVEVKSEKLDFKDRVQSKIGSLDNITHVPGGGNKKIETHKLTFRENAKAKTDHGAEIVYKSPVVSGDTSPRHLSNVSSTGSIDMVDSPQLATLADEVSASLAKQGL
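His-tagged recombinant human tau (exons 2, 3, 10; 1 uM final) fibrillized with 30 uM sodium octadecylsulfate, 15 h at 37 C, in pH 7.4 HEPES buffer with 10 uM thioflavine S and 5 mM DTT. Reduced ThS fluorescence (450/510 nm) marks activity.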
Rhodamine fluor – qHTS Assay for Spectroscopic Profiling in Rhodamine Spectral Region; Rhodamine-region fluorescence, 547/598 nm, Tris buffer; stronger effect = higher value; AID 594, 2007; max dye-equivalent concentration, M; 0.05% of 59,000 active; in the data active = max dye-equivalent concentration above about 11 nM; inconclusive = between about 1.1 nM and that limit
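Compound fluorescence in 100 mM Tris, pH 8.0, read after 15 min at room temperature with 547 nm excitation and 598 nm emission. Output is dye-equivalent concentration from an on-plate rhodamine standard series.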
A350 autofl – qHTS Assay for Spectroscopic Profiling in A350 Spectral Region; max dye-equivalent concentration, M; Compound autofluorescence, 340/450 nm, Alexa 350 dye-equivalents; stronger effect = higher value; 11% of 59,000 active; AID 590, 2007; in the data active = max dye-equivalent concentration above about 10 nM; inconclusive = mostly about 1.1 nM to 9.6 nM
Fluorescein autfl – qHTS Assay for Spectroscopic Profiling in Fluorescein Spectral Region; 0.91% of 59,000 active; Compound autofluorescence, 480/540 nm, fluorescein-equivalent; stronger effect = higher value; max fluorescein-equivalent concentration, M; AID 593, 2007; in the data active = max fluorescein-equivalent concentration above about 10 nM; inconclusive = between about 1.1 nM and that limit
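First, buffer (100 mM Tris, pH 8.0) dispensed; second, compounds and fluorescein standards pinned in; third, 15 min room-temperature incubation; finally, imaging at ex 480 nm/em 540 nm. Fluorescence normalized against the six-point fluorescein curve.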
FLuc inh – qHTS Assay for Inhibitors of Firefly Luciferase; purified firefly luciferase, luminescence, 8 min; Potency, µM (titrated, usually from 57.1 µM), inactives show top-dose activity change, negative = inhibition, actives largely listed as inhibitors; 2.2% of 72,000 active; AID 411, 2009; note: potency is the fitted concentration of half-maximal effect; % is set by controls: 0 for no effect and ±100 for the full control effect; nearly all actives have a fitted effect of over 40% in size
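Titration-based qHTS; buffer 50 mM imidazole pH 7.2, 50 mM KCl, 7 mM MgCl2, 10 uM ATP, 0.01% Tween 20, 0.05% BSA; luciferase/luciferin detector mix added after compound; 8 min, ambient; luminescence.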
ERK AVP inh – qHTS Assay for Inhibitors of the ERK Signaling Pathway using a Homogeneous Screening Assay; HEK293-V1b, vasopressin-stimulated pERK AlphaScreen; Potency, µM (series often up to 57.5 µM), inactives show top-dose activity, negative = inhibition, actives largely listed as inhibitors; 0.99% of 72,000 active; AID 995, 2007; note: potency is the fitted concentration of half-maximal effect; % is set by controls: 0 for no effect and ±100 for the full control effect; nearly all actives have a fitted effect of over 55% in size
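qHTS, compounds titrated on V1b-expressing HEK293 cells. Preincubation 30 min at 37C, vasopressin 25 nM for 5 min, lysis 10 min, bead incubation 5 hr at room temperature.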
Caspase-1 inhib – qHTS Assay for Allosteric/Competitive Inhibitors of Caspase-1; AID 900, 2007; P29466; 0.03% of 75,000 active; Caspase-1 enzyme, Ac-WEHD-AFC fluorogenic rate; Potency, µM (doses to about 57.5 µM), for inactives: top-dose activity change, negative = inhibition, usual class: inhibitors;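 note: potency is the fitted concentration of half-maximal effect; plate controls were vehicle for no effect and no substrate for full effect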
Target sequence (P29466 120-297 limits assumed): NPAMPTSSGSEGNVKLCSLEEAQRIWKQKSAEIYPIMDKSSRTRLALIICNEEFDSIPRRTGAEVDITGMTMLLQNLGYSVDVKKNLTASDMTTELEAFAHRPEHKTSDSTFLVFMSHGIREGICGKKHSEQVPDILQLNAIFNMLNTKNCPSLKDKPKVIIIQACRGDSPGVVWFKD
Target sequence (P29466 317-404 limits assumed): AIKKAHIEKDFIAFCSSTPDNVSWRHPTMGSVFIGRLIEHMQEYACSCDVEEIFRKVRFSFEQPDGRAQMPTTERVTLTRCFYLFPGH
TexasRed autofl – qHTS Assay for Spectroscopic Profiling in Texas Red Spectral Region; AID 587, 2007; max dye-equivalent concentration, M; 0.06% of 59,000 active; Compound fluorescence, Texas Red channel, 547/618 nm; stronger effect = higher value; in the data active = max dye-equivalent concentration above about 10 nM; inconclusive = between about 1.1 nM and that limit
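Spectral interference profiling: each compound concentration's relative fluorescence, read with a 547 nm excitation and 618 nm emission filter pair, was normalized to a per-plate Texas Red standard curve.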
* hit, by the source's call; i = inactive; ? = inconclusive; . = no result given; & = joins results of further samples; [ ] = another dose, or the depositor's remark. Unless noted, calls come from the whole dose curve; as a rule, active = well fitted curve in the direction sought with a large enough effect; inconclusive = small, poorly fitted or top-dose-only effect, or another doubt; inactive = no such curve, though single readings can be large; an effect the other way counts as inactive or inconclusive.

Molecule,ERK AVP inh,4MU fluor,Caspase-1 inhib,A350 autofl,HEK293 cAMP ctrl,Rhodamine fluor,Fluorescein autfl,Tau fil binding,TexasRed autofl,Caspase-7 inhib,FLuc inh
CC(C)C(c1nnnn1C1CCCCC1)N1CCOCC1 (stereo not given),2%,i,0%,i,10%,i,i,-6%,i,0%,5%
Cc1ccc2c(c1)c1ncnc(N3CCN(c4ccccc4)CC3)c1n2C,-20%,1.1e-07M*,-6%,9.2e-08M*,25µM*,i,i,18%,i,-7%,7%
CCCc1[nH]nc2c1C(C1CCCCC1)C(C#N)=C(N)O2 (stereo not given),.,.,1%,.,13%,.,.,-12%,.,-2%,0%
NCCNCCNCCNCCN,9%,.,-7%,.,23%,.,.,92%,.,-4%,.
Cn1c2c(c(=O)n(C)c1=O)C1c3ccccc3OCC1C(C)(C)O2 (stereo not given),-12%,.,0%,.,8%,.,.,4%,.,-1%,-5%
O=S(=O)(NC1=NCCCCC1)c1cccs1,5%,i,1%,i,?,i,i,5%,i,0%,0%
N#CC1=C(N)Oc2cc(O)ccc2C1C1CCCCC1 (stereo not given),25µM*,.,-17%,.,10%,.,.,11%,.,?,0%
C=C1C(C(=O)N2CCOCC2)C1C(=O)N1CCOCC1 (stereo not given),-5%,i,1%,i,-14%,i,i,4%,?,-1%,3%

Profiles, quoted from the list. Values in the order: ERK AVP inh, 4MU fluor, Caspase-1 inhib, A350 autofl, HEK293 cAMP ctrl, Rhodamine fluor, Fluorescein autfl, Tau fil binding, TexasRed autofl, Caspase-7 inhib, FLuc inh
`O=S(=O)(NC1=NCCCCC1)c1cccs1` across the screens: 5%, i, 1%, i, ?, i, i, 5%, i, 0%, 0%
`CCCc1[nH]nc2c1C(C1CCCCC1)C(C#N)=C(N)O2` (stereo not given) across the screens: ., ., 1%, ., 13%, ., ., -12%, ., -2%, 0%

(further entries)
Molecule,ERK AVP inh,4MU fluor,Caspase-1 inhib,A350 autofl,HEK293 cAMP ctrl,Rhodamine fluor,Fluorescein autfl,Tau fil binding,TexasRed autofl,Caspase-7 inhib,FLuc inh
CN1CCN(C(=O)c2cc3c(n(-c4ccccc4)c2=O)CC(C)(C)CC3=O)CC1,-7%,1.3e-08M*,0%,1.1e-08M*,-3%,i,?,8%,i,1%[0.00368 µM],3%
Cc1cc(NS(=O)(=O)c2ccc(NC(=O)Nc3cccc(Cl)c3)cc2)no1,-5%,i,4%,?,12%,i,?,-5%,i,-2%,2%
Nc1nonc1-c1nc2ccccc2n1Cc1ccc(Cl)cc1,3%,.,-5%,.,16µM*,.,.,254%,.,-3%,1%
CN(C)C(=O)CN1C(=O)C2CCCCN2C(=O)c2ccccc21 (stereo not given),-3%,?,-1%,?,-11%,i,i,-10%,i,0%,3%
CC1C(C#N)=C(N)OC2=C1C(=O)CC(C)(C)C2 (stereo not given),-4%,.,-1%,.,1%,.,.,11%,.,-4%,-5%
CCOC(=O)c1ccc(N2C(=O)c3n[nH]c(C)c3C2c2ccccc2)cc1 (stereo not given),?,i,0%,i,32µM*,i,?,140%,i,2%,1%
COC(=O)c1ccccc1NC(=O)N1c2ccccc2CC1C (stereo not given),-8%,i,-1%,i,?,i,i,4%,i,0%,-1%
CCOC(=O)N1CCN(C(=O)c2oc3ccc(S(=O)(=O)N4CCCCCC4)cc3c2C)CC1,-19%,i,0%,i,13%,i,i,-14%,i,-2%,1%
CCN(CC)CCCNC(=O)c1cc2c(=O)n(C)c3ccccc3c2n1C,-15%,.,-2%,.,11%,.,.,91%,.,-1%,2%
C[C@H](O/N=C1/[C@H]2O[C@@H]2[C@@H](O)[C@H]2[C@H]1CCn1c(=O)n(-c3ccccc3)c(=O)n12)c1cn([C@H](CO)Cc2ccccc2)nn1,18%&-4%[11.5 µM],.,1%&6%[11.5 µM],.,-3%&1%[11.4 µM],.,.,.,.,-4%&3%[11.5 µM],1%&0%[11.4 µM]
COc1cccc(C(=O)OC2CCCN(C)C2)c1 (stereo not given),.,i,.,i,.,i,?,.,i,.,-2%[25.5 µM]
OC(COCC1COc2ccccc2O1)CN1CCc2ccccc2C1 (stereo not given),-17%,i,3%,i,30%,i,?,-16%,i,0%,1%
CCOC(=O)Nc1ccc2c(c1)ncn2C1CCCCC1,-12%,i,-1%,i,3%,i,i,-1%,i,-3%,-15%
COC(=O)c1cccc(NC(=O)CN2CCOCC2)c1,-5%,i,-1%,i,7%,i,i,9%,?,0%,0%
Cc1ccc(NC(=O)C2CCCN(S(=O)(=O)c3c(C)noc3/C=C/N(C)C)C2)cc1F (stereo not given),25%,i,-9%,i,-9%,i,i,93%,i,-12%,0%
COc1ccccc1C1CC(c2ccc(C)cc2)Nc2ncnn21 (stereo not given),?,i,-2%,?,?,i,i,-14%,i,-3%,1%
O=C(NC(=O)c1ccc(Cl)c(Cl)c1)OC1CCS(=O)(=O)C1 (stereo not given),-19%,i,0%,i,18%,i,?,-23%,i,2%,3%
Cc1ccc(-c2nnc(COc3cccc(-n4cnnn4)c3)o2)cc1,0%,i,1%,i,9%,i,i,13%,i,-1%,-11%
CCOC(=O)C1=C(C)N=C2SC(CC)C(=O)N2C1c1cccc(F)c1 (stereo not given),18%,i,-2%,i,?,i,i,1%,i,2%,-1%
CCc1c(C)nc2ncnn2c1Nc1ccc(C#N)c(Cl)c1,-15%,i,-1%,i,6%,i,i,-3%,i,0%,-1%
CC[C@@H]1[C@H]2CCCCN3[C@@H]2[C@@H](C[C@H]3[C@@H]2C[C@H](C)C(=O)O2)[C@@H]2[C@H]1OC(=O)[C@H]2C,.,i,.,i,9%,i,i,-22%,i,.,0%[11.4 µM]
CCOC(=O)c1c(CN2CCOCC2)n(C)c2cc(Br)c(O)c(CN(C)C)c12,-20%,.,-1%,.,5%[11.4 µM],.,.,1%[11.4 µM],.,-2%,-1%
COc1cccc(N(CC(=O)NCCSc2ccccc2)S(C)(=O)=O)c1,6%,i,1%,i,?,i,i,-7%,i,1%,0%
O=C(CS(=O)(=O)c1cn(Cc2ccc(F)cc2)c2ccccc12)N1CCCCC1,28%,i,1%,i,21%,i,i,16%,i,2%,3%
COc1ccccc1-c1cncnc1N(C)Cc1ccco1,-12%,i,-7%,i,9%,i,?,18%,i,-9%,0%[2.29 µM]
Cn1c(Cc2csc(N)n2)nnc1SCC(=O)NC1CCCCC1,-6%,i,1%,i,1%,i,?,4%,i,0%,-2%
Cc1ccc(S(=O)(=O)OCC(=O)O)cc1,-1%[11.5 µM],i,-1%[11.5 µM],i,13%[11.4 µM],i,i,-2%[11.4 µM],i,1%[11.5 µM],1%[11.4 µM]
Cc1noc(C)c1C(=O)Nc1nnc(-c2ccccc2)s1,17%,i,-3%,i,5%,i,i,1%,i,0%,?
O=C(c1ccc(S(=O)(=O)N2CCOCC2)cc1)N1CCN(c2ccccc2F)CC1,-14%,i,-1%,i,0%,i,?,0%,?,0%,-1%
O=C(Cn1c(C(=O)N2CCN(C3CCCCC3)CC2)cc2sccc21)c1ccccc1,11%,i,0%,i,-2%,i,?,27%,i,-2%,1%
COc1ccc(C2C(=O)N(CCc3ccccc3)CC(=O)N2C2CCCC2)cc1 (stereo not given),-5%,i,0%,?,27%,i,i,6%,i,-2%,0%
CCCC(C(=O)NCC1CCCO1)N(Cc1ccco1)C(=O)CNS(=O)(=O)c1ccc(F)cc1 (stereo not given),19%,i,2%,i,21%,i,i,-12%,i,-6%,0%
O=C(Nc1ccon1)c1cnc2sccn2c1=O,-10%,1.2e-08M*,-1%,1.2e-08M*,6%,i,?,-3%,i,-1%,-2%
Cc1noc(C)c1S(=O)(=O)N1CCC(Cc2ccccc2)CC1,-25%,i,-2%,i,?,i,i,-2%,i,-2%,1%
COc1ccc2c(C)c(C(=O)NCC(C)O)oc2c1OC (stereo not given),?,.,1%,.,22%,.,.,-2%,.,0%,1%
COC(=O)[C@@H]1C[C@H]1[C@@H](NC(=O)c1cc(C)nn1C)c1ccccc1,-30%,.,0%,.,24%,.,.,-8%,.,-2%,.
COCCOC(=O)c1[nH]c2c(c1C)C(=O)CC(c1ccc(F)cc1)C2 (stereo not given),?,.,-4%,.,-11%,.,.,205%,.,-2%,2%
CNC(=O)Nc1ccccc1NC(=O)NC,-4%,i,0%,i,3%,i,i,3%,i,0%,1%
COCCOc1ccc(C(F)(F)F)cc1NC(=O)COC(=O)c1c(C)noc1C,3%,i,-1%,i,23%,i,?,5%,i,0%,9%
COc1ccccc1NC(=O)C1=C(C)Nc2nc(-c3cccs3)nn2C1c1cccnc1 (stereo not given),-13%,.,-9%,.,-7%,.,.,62%,.,1%,-5%
COCCn1c(SCC(=O)Nc2sc(C)c(C)c2C#N)nnc1-c1ccc(OC)cc1,-19%,1.3e-08M*,-4%,1.1e-08M*,19%,i,i,13%,?,-2%,0%

These rows are one share of the data. The share of hits here may be higher or lower than overall.
